FBW7 act = FBW7 E3 ligase activators, primary screen, biochemical, AlphaScreen, human | F-box/WD repeat-containing protein 7 (Homo sapiens), Q969H0 | AlphaScreen FBW7–phospho-cyclin E peptide binding, activator screen | normalized activity (activation), % at 26.1 µM | 650,000 tested, 0.13% active; in the data active means normalized activity above about 1.9%;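 further: purified mutant Fbw7 with reduced substrate affinity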
Target sequence (Q969H0 whole entry, looked up): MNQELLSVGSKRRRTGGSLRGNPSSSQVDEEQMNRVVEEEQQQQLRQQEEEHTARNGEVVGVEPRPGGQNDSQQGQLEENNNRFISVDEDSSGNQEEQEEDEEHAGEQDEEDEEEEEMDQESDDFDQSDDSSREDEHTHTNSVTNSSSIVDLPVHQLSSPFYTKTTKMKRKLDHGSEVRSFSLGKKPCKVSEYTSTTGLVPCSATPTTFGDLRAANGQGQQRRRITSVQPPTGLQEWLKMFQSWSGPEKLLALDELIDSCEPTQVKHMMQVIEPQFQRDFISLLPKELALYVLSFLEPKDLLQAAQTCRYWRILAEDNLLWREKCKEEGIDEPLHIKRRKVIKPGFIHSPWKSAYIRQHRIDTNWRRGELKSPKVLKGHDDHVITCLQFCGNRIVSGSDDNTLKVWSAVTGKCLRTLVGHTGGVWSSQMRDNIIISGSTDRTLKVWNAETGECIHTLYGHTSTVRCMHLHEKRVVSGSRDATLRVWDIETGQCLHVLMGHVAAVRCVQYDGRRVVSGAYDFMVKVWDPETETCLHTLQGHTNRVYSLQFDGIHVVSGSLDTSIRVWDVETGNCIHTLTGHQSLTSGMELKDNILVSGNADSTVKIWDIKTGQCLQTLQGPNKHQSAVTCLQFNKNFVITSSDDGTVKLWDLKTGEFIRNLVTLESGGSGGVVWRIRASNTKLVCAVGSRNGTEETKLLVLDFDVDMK
TEAD-YAP inh = TEAD-YAP interaction inhibition, primary screen, TEAD-YAP interaction inhibitor project, luminescence, HEK-TIYL cells. TEAD-Gal4/YAP UAS-luciferase luminescence. inhibition, % at 9.12 µM. 640,000 tested, 1.4% active. AID 1259422, 2018; in the data active means inhibition above about 32%;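 further: 0% = median of test compound wells and 100% = reference inhibitor wells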
GPR151 activ = activators of human GPR151, primary screen, cell-based, PathHunter beta-arrestin, luminescence | AID 1508602, 2020 | PathHunter beta-arrestin GPR151 cells | G-protein coupled receptor 151 (Homo sapiens), Q8TDV0 | activation, % at 11.2 µM | 650,000 tested, 1% active; in the data active means activation above about 4.9%;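 further: 0% = median of compound wells and 100% = cells with positive control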
MITF inh = MITF inhibitors, primary screen, biochemical, AlphaScreen, human | Microphthalmia-associated transcription factor (Homo sapiens), O75030 | AlphaScreen MITF homodimerization, bead proximity signal | inhibition, % at 2.6 µM | 650,000 tested, 0.91% active | AID 1259374, 2018; in the data active means inhibition above about 50%;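 further: 0% = vehicle wells with protein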
Active calls of the source: *. Random draw from the library; any-hit rate near 3.5%.

SMILES	FBW7 act	TEAD-YAP inh	GPR151 activ	MITF inh
COc1cncc(-c2cnc3ccc(NCc4ccc(Cl)c(Cl)c4)nn23)c1	0.6	-11	0.2	15
Cc1cccc(-c2nnc(SCC(=O)N3CCCCC3C)n2C)c1 (centres undefined)	-0.2	2	-0.5	-6
CCOC(=O)N1CCC(NC(=O)C(CC(C)C)NC(=O)C2CCCCC2)CC1 (centres undefined)	-0.1	13	1.5	5
NC(=O)COC(=O)c1ccccc1Br	-0.2	-3	-1.5	-6
CCN(CC)C(=O)C(=O)c1cc(C)n(-c2ccc(F)cc2)c1C	-0.1	-17	2.6	2
CC1CCCN(C(=O)C2CCN(S(=O)(=O)c3cccc4cccnc34)CC2)C1 (centres undefined)	-0.1	-13	1.1	5
COc1ccccc1C(=O)Nc1ccc(S(=O)(=O)NC(C)(C)C)cc1	0.7	11	-1.7	19
O=C(N/N=C/c1ccccc1[N+](=O)[O-])c1ccc2ccccc2c1O	0.1	-20	-2.4	-1
O=C(CSc1ccc(C(=O)Nc2ccccc2C(F)(F)F)cc1[N+](=O)[O-])NCCC1=CCCCC1	-0.1	-1	1.4	7
O=C(CCc1nnc(-c2ccc3c(c2)OCO3)o1)NCc1ccc(-n2cccn2)cc1	-0.2	-1	-0.8	-13
COc1ccc(C=NC23CN4CN(CN(C4)C2)C3)cc1OC	0.2	4	0.6	4
COc1ccc(C2=CC(c3ccc(Br)cc3)n3nnnc3N2)cc1 (centres undefined)	0.0	-5	-1.2	-11
CCOC(=O)CNC(=O)CSc1nc(N2CCOCC2)nc(N2CCOCC2)n1	0.0	12	4.7	2
NC(=O)CN1CCOCCOCCN(CC(N)=O)CCOCCOCC1	0.1	4	-0.8	-18
O=C(CSc1nc2ccccc2[nH]1)N/N=C\c1ccccc1	0.2	-4	-1.3	17
O=C(Cc1ccccc1)NS(=O)(=O)c1ccc(N=NN2CCOCC2)cc1	-0.3	-8	0.9	5
CCCN1CCN(S(=O)(=O)c2c(C)noc2/C=C/N(C)C)CC1	0.0	-10	3.7	4
O=C(CSc1ccc2nnc(-c3cccnc3)n2n1)Nc1nc2ccccc2s1	-0.1	-1	1.5	-5
Cc1cccc2c1N(CCCOc1ccc(Br)cc1)C(=O)C2=O	-0.1	6	0.0	32
COc1ccc(CN2CCSCC2)cc1Br	-0.2	0	1.0	37
Cc1nnc(N2C(=O)c3ccc(C(=O)c4cccc([N+](=O)[O-])c4)cc3C2=O)s1	-0.1	13	1.4	13
O=C(Cn1nc(-c2ccccc2)ccc1=O)NC1CCCCCC1	0.2	-2	-1.2	9
O=C(N/N=C/C=N/NC(=O)c1ccccc1O)c1ccccc1O	0.3	8	-1.0	22
CN(C)c1ccc(C2NC(=O)C(C#N)=C(S)N2c2ccccc2)cc1 (centres undefined)	-0.1	7	-0.8	3
COc1ccc(NC(=O)c2c(NC(C)=O)sc3c2CCC3)cc1Cl	0.3	4	4.6	10
O=C(OCc1ccc2c(c1)OCO2)c1cccc(S(=O)(=O)N2CCCCC2)c1	0.4	-12	-0.4	-4
COc1cccc(NS(=O)(=O)c2ccc3c(c2)NC(=O)CC(=O)N3)c1	0.2	4	-0.9	4
CC1C(=O)NN=C1C(=O)N/N=C\c1cccc(O)c1 (centres undefined)	0.6	28	-7.3	28
CC(C)CNC(=O)c1cc(-c2ccc(Cl)cc2)on1	0.0	-41	0.3	12
Cc1[nH]c2ccccc2c1/C=N/NC(=O)c1cccnc1	0.0	-13	5.2*	1
O=C1CC(N2CCCCCC2)C(=O)N1c1ccc(Br)cc1Br (centres undefined)	0.7	0	-0.4	11
CC(=O)n1cc(/C=c2\sc3nc4c(C)cccc4n3c2=O)c(-c2ccccc2)n1	-0.1	8	0.5	1
O=C(CSc1nnc(NCc2ccccc2)s1)NCC1CCCO1 (centres undefined)	-0.1	3	0.0	0
N#Cc1cc(C#N)c(SCC(=O)Nc2nccs2)nc1N	-0.1	-47	1.0	14
COc1ccc(OC)c(/C=C2\N=C(c3ccccc3C)OC2=O)c1	0.0	5	0.5	7
O=C1CCC(N2CCCCC2CO)CCN1Cc1ccc(F)c(F)c1 (centres undefined)	0.2	7	-0.7	9
O=C(c1cc2ccccc2o1)N1CCc2ccccc21	0.0	28	-5.1	0
COc1cc2nc(SCC(=O)NCc3ccco3)n(CCc3ccc(S(N)(=O)=O)cc3)c(=O)c2cc1OC	0.5	3	-0.6	0
CCOc1ccccc1NC(=O)Cn1c(C)nc2ccc(N)cc2c1=O	0.0	0	0.9	11
Cc1ccc(C)c(OCC(=O)NCCCN(C)C)c1	0.0	8	9.1*	10
Clc1cccc(Cl)c1C1Nc2cccc3cccc(c23)N1	0.6	26	-0.6	-2
CC(C)n1c(-c2ccc(N3CCOCC3)nc2)nc2c(NCCN3CCOCC3)ncnc21	0.0	-9	1.4	6
O=C(/C=C/c1c(F)cccc1Cl)NCc1ccncc1	-0.2	-2	7.2*	-3
CCC(C)NCc1c(C(=O)O)n(Cc2ccc(F)cc2Cl)c2ccccc12 (centres undefined)	-0.2	-4	0.1	-214
COc1ccc(S(=O)(=O)N2CCN=C2c2ccccc2)c2ccccc12	-0.1	-4	1.1	9
CCCCOC(=O)c1ccc(NC2=C(N3CCOCC3)C(=O)c3ccccc3C2=O)cc1	-0.6	-9	0.6	2
COc1ccc(C(=O)OC2CCOC2=O)c(OC)c1 (centres undefined)	0.0	-4	-0.5	14
Cn1c(COc2cccc3cccnc23)nnc1SCC(=O)c1ccccc1	-0.2	-6	0.4	0
CCn1c(COc2ccccc2C)nnc1SCC(=O)N1CCCCC1C (centres undefined)	0.3	19	-0.2	8
COC(=O)c1ccc(C2C(C#N)=C(N)Oc3n[nH]c(-c4ccncc4)c32)cc1 (centres undefined)	-0.6	0	-0.8	-2
CC1NC(C)(C)Cc2c1ccc1ccccc21 (centres undefined)	-0.1	-5	1.2	-5
O=C(Nc1ccc(N2CCCCC2)c(Cl)c1)c1cccnc1	0.1	-5	-1.1	0
COc1ccc(C2OC(C)CN(C(=O)c3ccc4c(c3)OCO4)O2)cc1OC (centres undefined)	0.1	-2	-0.4	2
O=C(NN1C(=O)C2C3C=CC(C3)C2C1=O)c1ccc(Br)cc1 (centres undefined)	0.0	4	-0.3	8
CCN(CC1CCCO1)C(=S)NC(=O)c1ccc(OC)c(I)c1 (centres undefined)	0.1	-3	-0.8	5
O=S(=O)(NCCN1CCCC1)c1cc2ccccc2s1	-0.5	-6	-1.4	-9
Oc1ccc(CNc2ccccc2Cl)c2cccnc12	-1.7	16	-0.1	68*
CCOC(=O)C1=C(C)N=c2s/c(=C\c3cccc(OC(C)=O)c3)c(=O)n2C1c1ccccc1OC(C)C (centres undefined)	0.3	6	1.2	17
COc1ccc(SCCC(=O)Nc2nc(-c3ccccc3)cs2)cc1	0.5	1	-1.3	1
COc1ccc(NC(=O)c2ccc(F)cc2)cc1	0.0	-21	-6.3	14
(more compounds)
SMILES	FBW7 act	TEAD-YAP inh	GPR151 activ	MITF inh
CC(C(=O)NC1CCCC1)N1C(=O)c2ccccc2C1=O (centres undefined)	0.0	2	1.5	2
CCOC(=O)c1cc(-c2ccc(OC)cc2)nc2ccccc12	0.4	-4	-1.1	3
Cc1ccccc1-n1nc2c(c1NC(=O)c1cccc(F)c1)CS(=O)(=O)C2	-0.2	-8	-0.7	2
CCC(C)(C)n1nnnc1CN1CCN(c2ccccc2)CC1	-0.1	7	0.1	1
CC(=O)N1CC2(CC(=O)OC(C)C)CN(C(C)=O)CC(CC(=O)OC(C)C)(C1)C2=O	-0.1	-6	1.9	4
CNS(=O)(=O)c1cc(-c2nnc(NCc3nc4ccccc4[nH]3)c3ccccc23)ccc1C	-0.2	17	4.4	-4
O=C(c1cc(-c2ccc(Cl)s2)nc2ccccc12)N1CCN(Cc2ccccc2)CC1	-0.1	-9	-0.1	2
O=c1c2cc3ccccc3cc2[nH]c(=S)n1CCC1=CCCCC1	-0.1	-7	-1.4	3
COc1cc(-c2noc(CCC(=O)Nc3ccccc3C)n2)cc(OC)c1OC	0.4	11	1.1	6
O=C(Nc1ccc(Cl)cc1)c1cc2ccccc2cc1NS(=O)(=O)c1ccccc1	0.2	53*	1.2	11
CC(C)c1onc(C(=O)NCc2ccc(F)cc2)c1[N+](=O)[O-]	-0.1	-6	0.2	2
O=C(c1ccc(-c2ccccc2)cc1)N1CCN2C(=O)[C@H]3CCCN3C(=O)[C@H]2C1	-0.1	-5	-0.2	5
COc1ccc(CNC2CCN(c3nc(C)c4cc5c(cc4n3)CCC5)CC2)cc1OC	0.2	-5	-0.4	-11
CCSc1nc(C(F)(F)F)cc(C)c1C#N	0.1	2	0.1	4
CCNc1ccc2c(Cl)cc(=O)oc2c1	0.2	28	2.7	-6
Nc1c(Cl)cc(Cl)c2c1C(=O)c1ccccc1C2=O	0.4	9	-1.3	6
NC(=O)c1cc(-c2cccc(Cl)c2)no1	-0.2	-4	-0.7	8
COc1cc(-c2csc(Cc3nc4n(n3)Cc3ccccc3-4)n2)cc(OC)c1OC	-0.1	14	-1.3	8
COc1ccc(OC)c(C(=O)COc2ccccc2C#N)c1	0.1	41*	0.4	19
COc1ccc(CN2CCN(C(=O)c3ccco3)CC2)c(OC)c1	0.1	-6	1.7	43
O=C1CN(Cc2ccccc2)C(=S)N1c1ccccc1Cl	-0.1	-8	-0.3	3
Cc1cc(C)n(Cc2ccc(C(=O)N3CCC[C@@H]4CN(C(=O)C(C)C)CC[C@H]43)cc2)n1	-0.1	3	0.4	-5

Some of the entries so far, with values under each structure.
Screens in order – FBW7 act | TEAD-YAP inh | GPR151 activ | MITF inh
> CCC(C)(C)n1nnnc1CN1CCN(c2ccccc2)CC1
    -0.1 | 7 | 0.1 | 1
> CC(=O)N1CC2(CC(=O)OC(C)C)CN(C(C)=O)CC(CC(=O)OC(C)C)(C1)C2=O
    -0.1 | -6 | 1.9 | 4
> CNS(=O)(=O)c1cc(-c2nnc(NCc3nc4ccccc4[nH]3)c3ccccc23)ccc1C
    -0.2 | 17 | 4.4 | -4
> O=C(c1cc(-c2ccc(Cl)s2)nc2ccccc12)N1CCN(Cc2ccccc2)CC1
    -0.1 | -9 | -0.1 | 2
> O=c1c2cc3ccccc3cc2[nH]c(=S)n1CCC1=CCCCC1
    -0.1 | -7 | -1.4 | 3
> COc1cc(-c2noc(CCC(=O)Nc3ccccc3C)n2)cc(OC)c1OC
    0.4 | 11 | 1.1 | 6
> O=C(Nc1ccc(Cl)cc1)c1cc2ccccc2cc1NS(=O)(=O)c1ccccc1
    0.2 | 53* | 1.2 | 11
> CC(C)c1onc(C(=O)NCc2ccc(F)cc2)c1[N+](=O)[O-]
    -0.1 | -6 | 0.2 | 2
> O=C(c1ccc(-c2ccccc2)cc1)N1CCN2C(=O)[C@H]3CCCN3C(=O)[C@H]2C1
    -0.1 | -5 | -0.2 | 5
> COc1ccc(CNC2CCN(c3nc(C)c4cc5c(cc4n3)CCC5)CC2)cc1OC
    0.2 | -5 | -0.4 | -11
> CCSc1nc(C(F)(F)F)cc(C)c1C#N
    0.1 | 2 | 0.1 | 4
> CCNc1ccc2c(Cl)cc(=O)oc2c1
    0.2 | 28 | 2.7 | -6
> Nc1c(Cl)cc(Cl)c2c1C(=O)c1ccccc1C2=O
    0.4 | 9 | -1.3 | 6
> NC(=O)c1cc(-c2cccc(Cl)c2)no1
    -0.2 | -4 | -0.7 | 8
> COc1cc(-c2csc(Cc3nc4n(n3)Cc3ccccc3-4)n2)cc(OC)c1OC
    -0.1 | 14 | -1.3 | 8
> COc1ccc(OC)c(C(=O)COc2ccccc2C#N)c1
    0.1 | 41* | 0.4 | 19
> COc1ccc(CN2CCN(C(=O)c3ccco3)CC2)c(OC)c1
    0.1 | -6 | 1.7 | 43

From PubChem BioAssay
